Screens (PubChem BioAssay)
PL biosyn Enam: animal cell phospholipid biosynthesis inhibition, Enamine screen; 20,000 compounds, 0.4% hits; ZR-82 CHO cells, pyrene fatty acid UV survival, CellTiter Blue; peroxisome-deficient CHO-K1 mutant line; plus DGAT-1, DGAT-2 and ACAT inhibitors; calls only at 10 µM;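 active = cell survival signal 2 SD away from solvent-only control wells, confirmed on one or two retests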;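 note: 3 h compound exposure then viability read about one day after UV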
Calls only; i = inactive; + = active, no number.

SMILES	PL biosyn Enam
Cn1cnc2c1c(=O)n(CCCSc1nnnn1C1CC1)c(=O)n2C	i
N=C1c2ccccc2CN1Cc1ccc(CN2Cc3ccccc3C2=N)cc1	i
Cn1c(-c2ccccc2)c(/C=N/N=C(c2ccccc2)c2ccccc2)c2ccccc21	i
O=C(/C(Br)=C/Nc1cc(Cl)ccc1Cl)C(F)(F)F	i
Brc1ccc(N=P(c2ccccc2)(c2ccccc2)N2CCCc3ccccc32)cc1	i
CN=c1scc(-c2ccc(F)cc2)n1/N=C/c1ccc(F)cc1	i
CCn1c(SCC(=O)Nc2cc(C)on2)nnc1C1CC1	i
CCn1c(O)c(C(C)=Nc2ccnn2C2CCCCC2)c(=O)n(CC)c1=S	i

Additional entries:
SMILES	PL biosyn Enam
CCCn1c(SCC(=O)N(C2=CCCCC2)C2CC2)n[nH]c1=O	i
S=C(Nc1ccccc1)NC12CC3CC(CC(C3)C1)C2	i
Nc1[nH]n(-c2ccccc2)c(=O)c1N=Nc1cc2c(cc1[N+](=O)[O-])OCCO2	i
O=S(=O)(N/N=C/c1c(F)c(F)c(F)c(F)c1F)c1ccc(Br)cc1	i
Brc1ccc(C2Oc3ccccc3C3CC(c4ccc(-c5ccccc5)cc4)=NN32)cc1 (stereo not drawn)	i
c1ccc2c(OCCCCCn3ccnc3)cccc2c1	i
c1ccc2nc3c(nc2c1)sc1nc2ccccc2n13	i
CCCn1c(SC(C)C(=O)c2[nH]c(C)c(C(=O)OCC)c2C)n[nH]c1=O (stereo not drawn)	i

Next section.
SMILES	PL biosyn Enam
Fc1ccc(C2=NNC(=NC3CCCCC3)SC2)cc1	i
O=C(NC1CCSc2ccccc21)c1cnc2ccccc2n1 (stereo not drawn)	i
O=[N+]([O-])c1ccc(N=Nc2ccc(N(CCO)CC(F)(F)C(F)F)cc2)c(Cl)c1	+
CCCCCCC1(C)NC(=O)N(CC(=O)N2N=C3/C(=C/c4cccs4)CCCC3C2c2cccs2)C1=O (stereo not drawn)	i
O=P1(N2CCN(c3ccccc3)CC2)C=C(c2ccccc2)SC(c2ccccc2)=C1	i
Clc1c(C=NCc2ccco2)sc2ccccc12	i
COc1cccc(Oc2nnc(-c3ccccc3)c3ccccc23)c1	i
CCN(CC)Cc1nc(SCc2cc(=O)n3c4c(sc3n2)CCCC4)c2c(C)c(C)sc2n1	i

(cont.)
SMILES	PL biosyn Enam
CCOC(=O)c1[nH]c(CSc2nnc(C)s2)c(C(=O)OCC)c1C	i
Cc1nc(SCC(=O)c2c(N)n(C)c(=O)n(C)c2=O)c2c3c(sc2n1)CCC3	i
CCOC(=O)c1c(NC(=O)CC2CC3CCC2C3)sc2c1CCC2 (stereo not drawn)	i
Cc1occc1-c1nnc(SCc2cc(=O)n3ccsc3n2)n1C	i
COc1cc(-c2nnc(COc3ccc(Cl)cc3Cl)o2)cc(OC)c1OC	i
O=C1c2cc(Cl)c(Cl)cc2C(=O)N1CN1CCOCC1	i
O=[N+]([O-])c1cc(S(=O)(=O)C(F)(F)F)ccc1N1CCN(c2ccccc2F)CC1	i
CC(=O)c1c(C)[nH]c(C(=O)CN2CC(C)CC(C)C2)c1C (stereo not drawn)	i

(further entries)
SMILES	PL biosyn Enam
Nc1nnc(SCCSc2cc(Cl)ccc2Cl)s1	i
CCc1nc2sccc2c(=O)[nH]1	i
CCCn1c(N)c(C(=S)NC(=O)C(C)C)c(=O)n(CCC)c1=O	i
CN(C(=O)CC1(CC(=O)O)CCCC1)C1CCCCC1	i
O=C(NC1CC1)c1c(-n2cccc2)sc2c1CCCC2	i
O=S1(=O)c2cccc3cccc(c23)N1CCOc1ccc(Cl)cc1	i
Brc1ccc(/C=C2\CCC(C3=CCCC3)=C2N2CCOCC2)s1	i
O=S(=O)(NCC1COc2ccccc2O1)C1=Cc2ccccc2CC1 (stereo not drawn)	i

Next part.
SMILES	PL biosyn Enam
CC1(C)OC2c3ccccc3OC3(C)CCC1CC23 (stereo not drawn)	i
CCOc1ccc(C2(O)C(C)[N+]3=C(CCC3)N2c2ccc(OC)cc2)cc1 (stereo not drawn)	i
Nc1ccc2[nH]c(=O)c(=O)[nH]c2c1	i
CCCCCCc1c(O)nc(SCCN(C)C)[nH]c1=O	i
CC1(C)CC2CC(C)(CN2C(=O)c2cc3cc(Br)cc(Br)c3o2)C1 (stereo not drawn)	i
CN1/C(=C\C=Nc2ccccc2N)C(C)(C)c2ccccc21	+
C=CCNC(=O)NC(=O)COC(=O)/C=C/C=C/C	i
O=c1c(CCc2ccccc2)nnc2c3ccccc3ncn12	i

Going on with the list.
SMILES	PL biosyn Enam
S=c1[nH]nc(-c2ccc(Cl)cc2Cl)n1/N=C/c1ccc(Br)cc1	i
O=C1Cc2cc(S(=O)(=O)N3CCN(C4CCS(=O)(=O)C4)CC3)ccc2N1 (stereo not drawn)	i
Nc1sc(Cl)cc1-c1ccncc1	i
CC(C)CN(C(=O)CCC1CCCCC1)c1c(N)n(CC(C)C)c(=O)[nH]c1=O	i
NC(=O)N1CCCC1	i
Cn1cccc1C(=O)NC(=O)CSc1nnc(-c2ccco2)n1C1CCCCC1	i
CC(C)(C)c1ccc(C2=N/C(=C\c3ccc(C(=O)O)cc3)C(=O)O2)cc1	i
O=S(=O)(NC1=NCCC1)c1cccc(NS(=O)(=O)c2ccc3c(c2)CCCC3)c1	i

Remaining list, next part
SMILES	PL biosyn Enam
O=S(=O)(c1ccc(F)c(F)c1)N(c1ccc2c(c1)OCO2)S(=O)(=O)c1ccc(F)c(F)c1	i
Clc1ccc(Cl)c(OCc2nc3ccccc3o2)c1	i
Cc1cc(CSc2nnc(-c3cccs3)n2C2CC2)on1	i
O=S(=O)(c1ccc(Br)s1)N1CCN(CC2CCCCO2)CC1 (stereo not drawn)	i
CCN(CC)P(=Nc1ccccc1)(c1c(C)n(C)c2cccc[n+]12)N(CC)CC	i
O=c1c(-c2cc3ccccc3o2)coc2ccccc12	i
O=C(CN1C(=O)C(=O)N(CCC2=CCCCC2)C1=O)c1ccc(Br)s1	i
O=c1oc(-c2ccc(F)cc2F)nc2cc3c(cc12)OCCO3	i

More entries follow.
SMILES	PL biosyn Enam
O=[N+]([O-])c1cc(S(=O)(=O)Nc2ccc(SC(F)F)cc2)ccc1Cl	i
NC(=O)C1CCN(c2ncnc3sc4c(c23)CCCCC4)CC1	i
C(=N\N1CCN(C(c2ccccc2)c2ccccc2)CC1)/c1c(-c2ccccc2)nc2ccccn12	i
Oc1ccc2cc(-c3nc4ccccc4[nH]3)c(=Nc3cccc(Br)c3)oc2c1	i
O=C(CC1CCCCC1)N1CCN(CC(=O)N2CCCC2)CC1	i
O=C1/C(=N/NC(=O)C2CC2)c2cccc3cccc1c23	i
Cc1cc(P(=O)(N2CCOCC2)N2CCOCC2)c(C)n1-c1ccc(N(C)C)cc1	i
O=S(=O)(Nc1cccc(-n2cnnn2)c1)c1ccc(Cl)s1	i

Following part:
SMILES	PL biosyn Enam
O=C(O)Cc1coc2cc(O)ccc12	i
Cc1nc(Cn2ncc(Cl)c(Cl)c2=O)cs1	i
O=[N+]([O-])c1ccc(-c2nnc(/C(=C\c3ccc(-c4ccccc4)cc3)[n+]3ccccc3)o2)cc1	i
Clc1cnc(Sc2ccc3ccccc3c2)c(Cl)c1	i
COc1ccccc1N=P(N(C)C)(N(C)C)C12CC3CC(CC(C3)C1)C2	i
CCCn1c(C)cc(C(=O)Cn2cnc3sccc3c2=O)c1C	i
CC(=O)c1c(C)[nH]c(C(=O)CSc2nc(C)nc3sc4c(c23)CCC4)c1C	i
Cc1nc2ccccn2c1P(c1c(C)nc2ccccn12)c1c(C)nc2ccccn12	i

New compounds follow.
SMILES	PL biosyn Enam
CC(C)Cn1c(N)c(Br)c(=O)[nH]c1=O	i
Cc1c(CSc2nnc(C3CC3)n2C2CC2)noc1-c1ccc(F)cc1	i
c1nc(NC2CCCCCC2)c2c3c(sc2n1)CCC3	i
FC(F)(F)c1cccc(-c2nnn(-c3nc(-c4cccnc4)nc4sc5c(c34)CCCC5)n2)c1	i
Nc1nnnn1CC(=O)O	i
NC(=O)N/N=C/c1sc(N2CCCCC2)nc1-c1cccs1	i
CCN(CC)P1(=Nc2ccc([N+](=O)[O-])cc2)/C(=C2\N(C)c3ccccc3C2(C)C)C=NN1C (stereo not drawn)	i
Cn1c[n+](/N=C/c2ccc(Br)cc2)cn1	i

Other entries follow.
SMILES	PL biosyn Enam
FC(F)(F)c1ccc(-c2nn3c(-c4ccccc4)nnc3s2)cc1	i
NS(=O)(=O)c1ccc(O)c([N+](=O)[O-])c1	i
Cc1cc(C(C)(C)C)cc(C)c1CSc1nc2cc(Cl)ccc2o1	i
c1ccc(-n2ncc3c2ncn2nnnc32)cc1	i
Cc1cc(C)c(S(=O)(=O)N=C2C=CC(=O)C=C2)cc1C	i
O=C(CN1C(=O)C(=O)N(C2CCCC2)C1=O)N1CCN(C(=O)c2cccs2)CC1	i
CC1CCCCC12NC(=O)N(CC(=O)NC(=O)NC(C)(C)C)C2=O (stereo not drawn)	i
Cn1c(N)c(C(=O)CSc2nc(CN3CCOCC3)nc3sc4c(c23)CCCC4)c(=O)n(C)c1=O	i

5 successive records out of the list so far, quoted:
SMILES	PL biosyn Enam
c1ccc(-n2ncc3c2ncn2nnnc32)cc1	i
Cc1cc(C)c(S(=O)(=O)N=C2C=CC(=O)C=C2)cc1C	i
O=C(CN1C(=O)C(=O)N(C2CCCC2)C1=O)N1CCN(C(=O)c2cccs2)CC1	i
CC1CCCCC12NC(=O)N(CC(=O)NC(=O)NC(C)(C)C)C2=O (stereo not drawn)	i
Cn1c(N)c(C(=O)CSc2nc(CN3CCOCC3)nc3sc4c(c23)CCCC4)c(=O)n(C)c1=O	i

Further compounds follow.
SMILES	PL biosyn Enam
Cc1cc(C(=O)COC(=O)c2cc(Br)c(Br)s2)c(C)n1CC1CCCO1 (stereo not drawn)	i
Cc1nnc(NC(=O)c2n[nH]c(=O)c3ccccc23)s1	i
Cc1ccc(-c2n[nH]c(=S)n2/N=C/c2cc(I)cc(I)c2O)cc1	i
C=CCN=C1NN=C(c2cccs2)CS1	i
Nc1cc(S(=O)(=O)Nc2ccc(I)cc2)ccc1Cl	i
O=S(=O)(Nc1nc2ccccc2nc1Nc1ccc2c(c1)OCO2)c1cccc2nsnc12	i
CC(C)Cn1c(N)c(C(=O)CSc2nnc3n2CCCCC3)c(=O)n(C)c1=O	i
Cc1cc[n+](CCCS(=O)(=O)[O-])c2ccccc12	i

(continued)
SMILES	PL biosyn Enam
COc1ccc2nc(/C=C/c3cc(Br)c(O)c(OC)c3)sc2c1	i
Nc1ccc(N=Cc2ccccn2)cc1[N+](=O)[O-]	i
CN1/C(=C2\C=NN(c3ccccc3)P2(=O)N2CCCCCC2)C(C)(C)c2ccccc21 (stereo not drawn)	i
Cc1cc(NC(=O)Cn2cnc3scc(-c4ccc(C)s4)c3c2=O)no1	i
CCn1c(O)c(C=NCC(C)(C)N2CCOCC2)c(=O)n(CC)c1=S	i
Cc1cc(C(C)(C)C)cc(C)c1CSCc1cc(=O)oc2c(C)c(C)ccc12	i
NS(=O)(=O)c1ccc(N2CCN(S(=O)(=O)c3ccc(Cl)s3)CC2)nc1	i
CC12CCC(C/C1=N/N=C/c1ccc(Cl)c([N+](=O)[O-])c1)C2(C)C (stereo not drawn)	i

Carrying on:
SMILES	PL biosyn Enam
Nc1ccc([N+](=O)[O-])c(OC(F)F)c1	i
Cc1cc(C(=O)NNC(=O)CNC(=O)C23CC4CC(CC(C4)C2)C3)c(C)o1	i
Cc1cc(N)n(-c2nc(C)nc3sc4c(c23)CCC(C)C4)n1 (stereo not drawn)	i
CC(=O)c1ccc(-c2ccc([N+](=O)[O-])s2)s1	i
Cn1nc(C(=O)NCCCN2CCN(CCCNC(=O)c3ccc(=O)n(C)n3)CC2)ccc1=O	i
Brc1ccc2c(c1)c1nc3ccccc3nc1n2CCN1CCOCC1	i
Clc1ccccc1-c1nnc2n1N=C(c1ccc3c(c1)OCCO3)CS2	i
CC(NC(=O)CSc1n[nH]c(=O)[nH]c1=O)C1CC2CCC1C2 (stereo not drawn)	i

Additional entries.
SMILES	PL biosyn Enam
O=C(NC(=S)NCC1CCCO1)c1ccco1 (stereo not drawn)	i
O=C1Nc2ccccc2/C1=N\n1ncc2ccccc21	i
CC(C)(C)C1CCC(=NNc2nc3ccccc3[nH]2)CC1 (stereo not drawn)	i
COc1ccc(-c2nc(-c3ccncc3)no2)cc1OC	i
Cc1cc(C(=O)CSc2nnc(C3CC3)n2C2CC2)c(C)n1-c1ncn[nH]1	i
O=C(COC(=O)CNC(=O)C12CC3CC(CC(C3)C1)C2)NC1CCS(=O)(=O)C1 (stereo not drawn)	i
O=C1NC(Cc2c[nH]c3ccccc23)C(=O)N1CCN1C(=O)c2ccccc2C1=O (stereo not drawn)	i
Cc1ccc(C2=N/C(=C\c3cccnc3)C(=O)O2)cc1	i

Three records drawn at random from the list so far:
SMILES	PL biosyn Enam
CC(C)(C)C1CCC(=NNc2nc3ccccc3[nH]2)CC1 (stereo not drawn)	i
c1ccc2c(OCCCCCn3ccnc3)cccc2c1	i
c1nc(NC2CCCCCC2)c2c3c(sc2n1)CCC3	i

Next records follow.
SMILES	PL biosyn Enam
COc1cc(C2C3=C(COC3=O)Nc3c2c(=O)n(C)c(=O)n3C)cc(OC)c1OC (stereo not drawn)	i
Cc1ccc(C)c(S(=O)(=O)NC2CCS(=O)(=O)C2)c1 (stereo not drawn)	i
Nc1ccc(C23CC4CC(CC(O)(C4)C2)C3)cc1	i
CCc1nnc2c3c4c(sc3nc(C)n12)CCCC4	i
Cn1c(=O)c([N+](=O)[O-])c(O)c2ccccc21	i
Nc1c(S(=O)(=O)c2cc(Cl)ccc2Cl)c2nc3ccccc3nc2n1CC1CCCO1 (stereo not drawn)	i

A portion of the library; count on the stated rates, not on these rows.
